12-LOX inh: ALOX12 (human) lipoxygenase inhibition. purified 12hLO, xylenol orange hydroperoxide absorbance. 580,000 tested, 1.1% active. P18054. AID 1671190. Potency, µM (doses to about 108 µM), without a hit: at the top dose activity change, negative = inhibition, most hits filed as inhibitors; active means well fitted inhibition curve with a large enough effect; inconclusive means small, poorly fitted or top-dose-only effect, or another doubt; inactive means no such curve, though single readings can be large or run the other way
Target sequence (P18054 whole entry, looked up): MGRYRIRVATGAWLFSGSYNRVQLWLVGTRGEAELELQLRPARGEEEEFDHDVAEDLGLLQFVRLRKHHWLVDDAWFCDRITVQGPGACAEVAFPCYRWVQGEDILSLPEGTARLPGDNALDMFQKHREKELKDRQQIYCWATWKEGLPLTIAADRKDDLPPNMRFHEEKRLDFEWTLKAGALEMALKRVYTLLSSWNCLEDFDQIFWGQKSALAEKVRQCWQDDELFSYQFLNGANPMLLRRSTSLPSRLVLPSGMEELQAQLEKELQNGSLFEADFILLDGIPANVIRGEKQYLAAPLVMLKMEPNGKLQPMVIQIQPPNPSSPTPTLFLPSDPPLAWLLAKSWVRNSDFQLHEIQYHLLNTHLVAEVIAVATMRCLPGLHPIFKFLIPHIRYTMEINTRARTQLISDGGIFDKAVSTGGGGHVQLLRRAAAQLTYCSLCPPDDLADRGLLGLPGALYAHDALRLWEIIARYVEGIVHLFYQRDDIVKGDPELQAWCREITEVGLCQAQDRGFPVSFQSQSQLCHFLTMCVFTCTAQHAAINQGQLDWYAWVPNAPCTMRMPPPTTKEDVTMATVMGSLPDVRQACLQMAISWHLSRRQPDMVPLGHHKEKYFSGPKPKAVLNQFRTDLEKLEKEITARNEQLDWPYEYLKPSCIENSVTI
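Purified human 12hLO (150 nM final) in 25 mM Hepes, 0.01% Triton X-100, pH 7.0 was preincubated 15 min at room temperature with compound. Then 40 uM arachidonic acid was added, 30 min. Hydroperoxide was read by Fe-XO absorbance ratio 573/405 nm.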
Active calls of the source: *; [ ] = dose if it differs, or a comment. On the % scale 0 is the no-effect control and ±100 the full control effect; potency means the concentration at half of the fitted maximal effect. The list is partial; rates above refer to the full screens.

The opening 2 entries (preview)
What do the screens show for `COCCOC1CCOC2(CCN(C(=O)c3cccc(F)c3)CC2)C1` (centres undefined)?
12-LOX inh: 41%[activator]

How did Cc1noc([C@@H](C)NC(=O)C2CCCCC2)c1C(=O)O do in these assays?
12-LOX inh: 29%[176 µM]

Main list (from the top)
What do the screens show for `COCCOC1CCOC2(CCN(C(=O)c3cccc(F)c3)CC2)C1` (centres undefined)?
12-LOX inh: 41%[activator]

How did Cc1noc([C@@H](C)NC(=O)C2CCCCC2)c1C(=O)O do in these assays?
12-LOX inh: 29%[176 µM]

Results for Cc1oc(-c2ccccc2NC(=O)c2ccccc2)nc1CNC(=O)C1CC(=O)OC12CCCCC2 (centres undefined) ?
12-LOX inh: -2%

Results for CCOC(=O)C1=CCN(S(=O)(=O)c2ccc(Br)cc2)C1c1ccc(F)cc1 (centres undefined) ?
12-LOX inh: -13%

How did O=C(c1cnccn1)N1CC(c2nnc(-c3ccncc3)o2)C2(CCOCC2)C1 (centres undefined) do in these assays?
12-LOX inh: inconclusive

Results for O[C@]12CCNC[C@H]1CN(Cc1ccc(C(F)(F)F)cc1F)CC2 ?
12-LOX inh: 4%

How did CCCNC(=O)N1CCCC(c2nn[nH]n2)C1 (centres undefined) do in these assays?
12-LOX inh: inconclusive

What do the screens show for `Cn1ccc2ccc(C(=O)Nc3ccc4c(c3)C(=O)N3CCC[C@H]3C(=O)N4)cc21`?
12-LOX inh: 13%

What do the screens show for `O=C1CCN(Cc2cccnc2)CCCC(C(=O)N2CCN(Cc3ccccc3F)CC2)CCN1` (centres undefined)?
12-LOX inh: 66%[activator]

What do the screens show for `CCNC(=O)C1(C)CCCN(C(=O)COc2ccc(Cl)cc2Cl)C1` (centres undefined)?
12-LOX inh: 12%

Results for C[C@H]1[C@H](O)O[C@@H]2O[C@@]3(C)CC[C@@H]4[C@H](C)CC[C@@H]1[C@@]24OO3 ?
12-LOX inh: -16%[57.4 µM]

How did COCCOc1ccc2c(n1)CCN(C(=O)Cc1ccc(C)cc1)C2 do in these assays?
12-LOX inh: -3%

Results for CC(=O)Oc1c(-c2ccc(NC(=O)c3ccccc3)cc2)c(-c2cccc(F)c2)nn1-c1ccccc1 ?
12-LOX inh: 10%

Results for COc1ccc(N2CC3CCC(C2)N3Cc2cccc(-c3ccsc3)c2)cc1 ?
12-LOX inh: inconclusive

Results for CC1(COCC2CC2)COc2ccc(C(=O)Nc3ccc4[nH]ccc4c3)cc2N1 (centres undefined) ?
12-LOX inh: -11%[176 µM]

What do the screens show for `O=c1[nH]c(C2CCCN(Cc3ccsc3)C2)nn1-c1ccc(Cl)cc1` (centres undefined)?
12-LOX inh: inconclusive

What do the screens show for `CC(C)Nc1ncc(C(=O)NC2CC(=O)N(Cc3cccc(F)c3)C2)cn1` (centres undefined)?
12-LOX inh: -27%

How did COCc1cc(=O)n(CC(=O)Nc2cc(OC)c(OC)c(OC)c2)c(N2CCOCC2)n1 do in these assays?
12-LOX inh: 11%

How did COc1ccc(C(NC(=O)c2cccc(-n3cnnc3)n2)C2CC(O)C2)cn1 (centres undefined) do in these assays?
12-LOX inh: 2%

What do the screens show for `O=C(CC1CCCC1)N1CCC(Cc2nncn2Cc2ccccc2)C1` (centres undefined)?
12-LOX inh: 12%

Among those listed so far, 2 contain a Cl atom.
What do the screens show for `CCNC(=O)C1(C)CCCN(C(=O)COc2ccc(Cl)cc2Cl)C1` (centres undefined)?
12-LOX inh: 12%

What do the screens show for `O=c1[nH]c(C2CCCN(Cc3ccsc3)C2)nn1-c1ccc(Cl)cc1` (centres undefined)?
12-LOX inh: inconclusive

Carrying on.
Results for CC(C)OCCCNC(=O)COc1ccc(NC(=O)C2CC2)cn1 ?
12-LOX inh: -12%

What do the screens show for `COc1ccc(CN2C(=O)COC[C@H]2C(=O)NCc2cccc(OC)c2OC)cc1`?
12-LOX inh: 8%

What do the screens show for `O=C1CCCN1C1CCN(S(=O)(=O)c2ccccc2)CC1`?
12-LOX inh: 40%[activator][176 µM]

Results for CN1CCC2(Cc3ccccc3CN(C(=O)c3cccc(Cl)c3)C2)C1 (centres undefined) ?
12-LOX inh: 8%[6.33 µM]

Results for CCOCC(=O)N1CCC2(CC1)NCCc1c2[nH]c2ccc(OC)cc12 ?
12-LOX inh: 34%

How did O=C(Nc1ccc(I)cc1)c1cc(-c2ccc[nH]2)n[nH]1 do in these assays?
12-LOX inh: inconclusive

How did Cn1ccc(Nc2nccc3c(=O)cc(-c4ccccn4)oc23)n1 do in these assays?
12-LOX inh: 2%[176 µM]

Results for COCC(=O)N1CCC(O)(c2ccccc2)[C@H](N2CCCC2)C1 (some centres undefined) ?
12-LOX inh: 117%[activator]

Results for CCOC(=O)N[C@H](C(=O)N1CCC[C@H]1C(=O)NCCc1ccccc1Cl)c1ccccc1 ?
12-LOX inh: -3%

How did CC(C)CNC1(Cc2cc(CN3CCOCC3)on2)COC1 do in these assays?
12-LOX inh: -19%[176 µM]

How did Cc1ccsc1C(=O)N1CCC(N2C[C@H](O)C[C@H]2C(=O)NCc2cccnc2)CC1 do in these assays?
12-LOX inh: 52%[activator]

What do the screens show for `O=C1CCCCC(C(=O)O)N1` (centres undefined)?
12-LOX inh: 5%

Results for CCn1nc(C)c(-c2cc(C(=O)NCCc3noc(-c4ccccc4)n3)no2)c1C ?
12-LOX inh: -2%

How did CC(=O)N1CCC2(CC1)CC(CC(=O)O)CCO2 (centres undefined) do in these assays?
12-LOX inh: -3%

How did COC(=O)C1CN(Cc2ccc(Cl)cc2)CCS(=O)(=O)N1Cc1cn(Cc2ccc(C)cc2)nn1 (centres undefined) do in these assays?
12-LOX inh: 0%

How did CN1CCC([C@@H]2CN(C(=O)c3ccc4[nH]ccc4c3)C[C@H]2C(N)=O)CC1 do in these assays?
12-LOX inh: -12%

Results for O=C(NCc1ccncc1)c1nc(-c2cccnc2)c2cnccn12 ?
12-LOX inh: -2%[6.33 µM]

What do the screens show for `O=C1NC2(CCN(Cc3ccc(C(F)(F)F)cc3)CC2)COc2ccccc21`?
12-LOX inh: inconclusive

Results for CC(C)NC(=O)C1(C)CN(Cc2ccccc2)Cc2ccc(N3CCOCC3)nc21 (centres undefined) ?
12-LOX inh: 16%[176 µM]

How did COCC(=O)N1CC[C@@H]2[C@H]1C(=O)N(c1ccc(OC)cc1)C(=O)N2Cc1ccccc1 do in these assays?
12-LOX inh: 15%[176 µM]

Compounds above that contain sulfur (6):
Results for CCOC(=O)C1=CCN(S(=O)(=O)c2ccc(Br)cc2)C1c1ccc(F)cc1 (centres undefined) ?
12-LOX inh: -13%

Results for COc1ccc(N2CC3CCC(C2)N3Cc2cccc(-c3ccsc3)c2)cc1 ?
12-LOX inh: inconclusive

What do the screens show for `O=c1[nH]c(C2CCCN(Cc3ccsc3)C2)nn1-c1ccc(Cl)cc1` (centres undefined)?
12-LOX inh: inconclusive

What do the screens show for `O=C1CCCN1C1CCN(S(=O)(=O)c2ccccc2)CC1`?
12-LOX inh: 40%[activator][176 µM]

How did Cc1ccsc1C(=O)N1CCC(N2C[C@H](O)C[C@H]2C(=O)NCc2cccnc2)CC1 do in these assays?
12-LOX inh: 52%[activator]

How did COC(=O)C1CN(Cc2ccc(Cl)cc2)CCS(=O)(=O)N1Cc1cn(Cc2ccc(C)cc2)nn1 (centres undefined) do in these assays?
12-LOX inh: 0%

Carrying on.
How did CC(=O)Nc1cccc(-c2nc(-c3c(C)noc3C)cc3c2cc(-c2ccccc2)n3C)c1 do in these assays?
12-LOX inh: -7%[176 µM]

How did CC(C)C(=O)N1CCC2(CC1)OC(=O)N(Cc1ccccc1)C2(C)c1cccnc1 (centres undefined) do in these assays?
12-LOX inh: 13%[176 µM]

What do the screens show for `O=C(C1CC1)N1CCC(n2cc(-c3nc(-c4ccccc4)no3)nn2)CC1`?
12-LOX inh: 10%

What do the screens show for `O=C1CO[C@H]2CN(C3CCOCC3)C[C@H]2N1c1ccccc1`?
12-LOX inh: 11%[176 µM]

What do the screens show for `CCc1ccccc1OCC(=O)c1ccc2c(c1)N(CCCC(=O)NCCOC)C(=O)CO2`?
12-LOX inh: 11%

How did CCC(C(=O)NC1CCN(c2cnn(CC)c(=O)c2)CC1)c1ccccc1 (centres undefined) do in these assays?
12-LOX inh: 46%

What do the screens show for `CSCC(=O)N1CCN2C(=O)c3cc(-c4ccccc4F)ccc3NC(=O)[C@H]2C1`?
12-LOX inh: 7%[176 µM]

How did Cc1c(C(=O)NCc2cccc(F)c2)sc2ncnc(NCC3CCCO3)c12 (centres undefined) do in these assays?
12-LOX inh: 15%

How did O=C(Cn1cc2ccccc2n1)N1CCOc2ccc(C(O)C3CCCCC3)cc2C1 (centres undefined) do in these assays?
12-LOX inh: 8%

What do the screens show for `O=C(c1ccc(OC(F)(F)F)cc1)N1CC2CC(C1)[C@H]1CCCC(=O)N1C2` (some centres undefined)?
12-LOX inh: 6%

What do the screens show for `CCc1nc(-c2ccc(C(=O)N3CCOCC3)cc2)n(-c2cccc(C)n2)n1`?
12-LOX inh: 64%[activator]

How did O=C1NCC2(CCN(C(=O)c3ccccc3F)CC2)Oc2ccccc21 do in these assays?
12-LOX inh: 9%

Results for O=C1NCCN2CC3(CCN(C(=O)Nc4ccc5c(c4)OCCO5)CC3)CC12 (centres undefined) ?
12-LOX inh: 155%[activator]

Results for CN1C(=O)[C@@H]2C[C@@H](CN2Cc2ccc(OC(F)(F)F)cc2)Oc2ccccc21 ?
12-LOX inh: inconclusive

What do the screens show for `O=C(NC[C@H]1OC[C@@H](NC2CCC2)[C@@H]1O)c1ccc(F)cc1`?
12-LOX inh: 9%[176 µM]

Results for O=C(NC1CCCN(c2cc(-c3ccc(F)cc3)[nH]n2)C1)c1ccc(Br)o1 (centres undefined) ?
12-LOX inh: 49%[activator]

What do the screens show for `Cc1ccc2nc(C3CCCN(CC4CCCC4)C3)[nH]c(=O)c2c1` (centres undefined)?
12-LOX inh: inconclusive

What do the screens show for `c1cncc(-c2nnc([C@H]3CCN(Cc4c[nH]c5ccccc45)C3)o2)c1`?
12-LOX inh: -25%[176 µM]

What do the screens show for `COc1ccc(C(=O)N2CCOCC3(C2)CN(c2nccs2)C3)cc1OC`?
12-LOX inh: 15%[176 µM]

Results for O=C(NC1CC1)[C@@H]1C[C@H](Sc2nc3ccccc3[nH]2)CN1CC1CCCCC1 ?
12-LOX inh: 6%

Results for CCOc1ccc(CNC(=O)C2c3ccccc3CC(=O)N2CC)cc1 (centres undefined) ?
12-LOX inh: -11%

What do the screens show for `COCc1nc(-c2ccc(NC(=O)Cn3nc4c(cc3=O)CCCC4)cc2)n[nH]1`?
12-LOX inh: 30%

What do the screens show for `Cn1nccc1C(=O)N1CCC(Oc2cccnc2)C1` (centres undefined)?
12-LOX inh: 14%

Results for CCc1noc(-c2ccn3c(CNC(=O)Cc4cccc(F)c4)nnc3c2)n1 ?
12-LOX inh: 4%

Results for CC(=O)NC1CC2(CCN(C(=O)C3CCN(C)CC3)CC2)c2ccccc21 (centres undefined) ?
12-LOX inh: 9%

Results for COc1ncccc1-c1cnc2[nH]cc(CC(=O)NC3CCOCC3)c2c1 ?
12-LOX inh: -17%[176 µM]

How did Cc1cc(C)cc(C(=O)N2CC(c3nnc(-c4ccncc4)o3)C3(CCOCC3)C2)c1 (centres undefined) do in these assays?
12-LOX inh: 30%

Results for COc1cccc(-c2cc(C3CCN(C(=O)Nc4cccc(SC)c4)CC3)[nH]n2)c1 ?
12-LOX inh: 45%[activator]

How did CC(Oc1ccccc1)C(=O)N1CC(Oc2cccc(-c3nc(-c4ccccc4)no3)c2)C1 (centres undefined) do in these assays?
12-LOX inh: 21%

What do the screens show for `COc1ccc(-c2ccccc2NC(=O)C2CCCN2S(C)(=O)=O)cc1` (centres undefined)?
12-LOX inh: 7%

Reprinted at random: 4 entries already listed, in no set order.
Results for CC(=O)NC1CC2(CCN(C(=O)C3CCN(C)CC3)CC2)c2ccccc21 (centres undefined) ?
12-LOX inh: 9%

Results for COc1cccc(-c2cc(C3CCN(C(=O)Nc4cccc(SC)c4)CC3)[nH]n2)c1 ?
12-LOX inh: 45%[activator]

How did Cc1cc(C)cc(C(=O)N2CC(c3nnc(-c4ccncc4)o3)C3(CCOCC3)C2)c1 (centres undefined) do in these assays?
12-LOX inh: 30%

What do the screens show for `COc1ccc(-c2ccccc2NC(=O)C2CCCN2S(C)(=O)=O)cc1` (centres undefined)?
12-LOX inh: 7%

Remaining list, next part.
How did Cc1ccc(NC(=O)Nc2ccc(C)n(CC(=O)N3CCC(C)CC3)c2=O)cc1 do in these assays?
12-LOX inh: 18%

What do the screens show for `COc1ccc(-c2cc3nc4c(c(=O)n3[nH]2)CCN(C(=O)COc2ccccc2C)C4)cc1`?
12-LOX inh: -3%

How did Cc1ccc(-c2nc(C(=O)NCc3cccc(C)c3)no2)cc1 do in these assays?
12-LOX inh: 6%

What do the screens show for `COc1ccc(-c2noc([C@H](C)O)c2C(=O)NC2CCC2)cc1`?
12-LOX inh: 27%[176 µM]

Results for O=C(NC1CCCCC1)C(Nc1ccccc1)c1ccccc1F (centres undefined) ?
12-LOX inh: 1%

What do the screens show for `COCC(=O)Nc1cc(C(=O)N2CCCCC2c2nccs2)c2c(c1)nc(-c1ccncc1)n2C` (centres undefined)?
12-LOX inh: 5%

How did CCOc1ccccc1N1CCN(Cc2ccc(=O)n(CC)c2)CC1 do in these assays?
12-LOX inh: 29%

Results for CCc1ccc(N2CC(c3noc(-c4nccc5ccccc45)n3)CC2=O)cc1 (centres undefined) ?
12-LOX inh: 38%

What do the screens show for `O=[S+]([O-])(c1cccc(C(F)(F)F)c1)N1CCn2c(nnc2-c2ccccc2)C1`?
12-LOX inh: 100%[activator]

What do the screens show for `CS(=O)(=O)N1CCCN(Cc2ccccn2)CCNC(=O)CC1c1ccccc1` (centres undefined)?
12-LOX inh: 119%[activator]

How did Cc1ccc(C(=O)N2CCCN(S(C)(=O)=O)c3ccccc32)cc1C do in these assays?
12-LOX inh: 4%

What do the screens show for `Cc1noc(C)c1S(=O)(=O)N1CCC2(CC1)CC(N1CCN(C(C)C)CC1)CCO2` (centres undefined)?
12-LOX inh: 0%
